FN deposit inh: fibronectin deposition inhibition; AH1F fibroblasts, Alexa488-fibronectin deposition fluorescence, overnight; inhibition, % at 12.6 µM; 0.086% of 350,000 active;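 active = mean inhibition across replicates of 30% or more, regardless of how many single replicates reach that level; inconclusive = mean under 30% yet at least half of replicates reach 30%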;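 also: positive control wells lacked labelled fibronectin entirely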
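Material: AH1F fibroblasts assembling fluorescent fibronectin matrix; amount: 10000 AH1F cells/well; medium: DMEM, 2% serum; reagent: Alexa488-fibronectin, 24 nM final in well; dosing: single compound dose, delivered by pin transfer; incubation: 1 h adhesion, overnight exposure; detection: fluorescence after three HBSS washes, excitation 485 nm, emission 525 nm; measure: fibronectin deposition inhibition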
E-selectin induc: induces E-selectin expression in human endothelial cells; P16581; HUVEC E-selectin immunofluorescence imaging; normalized: neutral wells 0, TNF-alpha wells 100; activation, % at 7.58 µM; 0.37% of 260,000 active; AID 686992;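 active = mean E-selectin-positive cell signal at least 10% of the positive control, reached in at least 60% of replicates, without over 20% cell loss; inconclusive = no rule given, readout overlaps actives, possibly toxicity-flagged; inactive = the rest, including those meeting only one limit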;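 also: in these data hits start at about 27%; measured in HUVEC primary endothelial cells; signal is the percent of cells scored E-selectin positive by PE staining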
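Test system – human umbilical vein endothelial cells (HUVEC), E-selectin induction · Input – 3,000 HUVEC seeded per well · Buffer or medium – EGM-2, gelatin · Compound dosing – single-point compound dose · Detection – immunofluorescence imaging · Measure – percent E-selectin-positive cells · Controls – TNF-alpha high, DMSO low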
RAD54 inh: blocks human RAD54 Holliday junction branch migration; FAM/BHQ fluorescence; inhibition, % at 10.4 µM; 0.14% of 360,000 active;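 active = mean normalized replicate activity at least 40 and at least half of replicates scoring 40 or more; inconclusive = only one of the two criteria met; inactive = mean below 40 and under half of replicates reaching 40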;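 also: 0% = median of neutral control wells and 100% = median of positive control wells; inhibitors cause a drop in the FAM fluorescence signal; in these data hits start at about 50%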
Target sequence (Q92698 whole entry, looked up): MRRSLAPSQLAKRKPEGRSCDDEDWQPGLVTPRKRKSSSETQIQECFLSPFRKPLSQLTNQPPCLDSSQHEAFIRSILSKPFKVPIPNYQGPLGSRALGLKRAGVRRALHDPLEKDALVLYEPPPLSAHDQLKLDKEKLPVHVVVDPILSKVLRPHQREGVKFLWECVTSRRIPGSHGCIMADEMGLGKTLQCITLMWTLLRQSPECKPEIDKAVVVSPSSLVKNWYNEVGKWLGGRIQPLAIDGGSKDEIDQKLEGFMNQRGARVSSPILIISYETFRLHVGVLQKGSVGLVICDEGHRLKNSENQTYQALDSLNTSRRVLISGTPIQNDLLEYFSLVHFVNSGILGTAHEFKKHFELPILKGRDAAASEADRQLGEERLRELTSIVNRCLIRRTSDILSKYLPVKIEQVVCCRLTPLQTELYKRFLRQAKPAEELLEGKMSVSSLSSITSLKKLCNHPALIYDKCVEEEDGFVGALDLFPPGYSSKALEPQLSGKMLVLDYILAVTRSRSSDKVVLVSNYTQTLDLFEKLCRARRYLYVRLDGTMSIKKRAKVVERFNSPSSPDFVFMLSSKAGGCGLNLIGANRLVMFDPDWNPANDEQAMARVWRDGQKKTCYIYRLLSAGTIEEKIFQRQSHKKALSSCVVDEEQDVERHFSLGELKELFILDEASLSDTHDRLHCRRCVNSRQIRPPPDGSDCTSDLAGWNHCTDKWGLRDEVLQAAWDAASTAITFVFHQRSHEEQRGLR
RAD52 inh: blocks human RAD52 DNA annealing; inhibition, % at 18.7 µM; P43351; AID 651710; 0.46% of 360,000 active; recombinant RAD52 DNA annealing, FRET fluorescence;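 active = every replicate showing at least 50% inhibition; inconclusive = mean inhibition at least 50% but not in every replicate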
esBAF inh: blocks esBAF chromatin remodeling in mouse ES cells | Bmi1-luciferase knock-in reporter, 24 h; 100% = twice the neutral-well signal | AID 602393 | reporter increase, % at 12.5 µM | 2% of 350,000 active; in the data active = activation above about 40%; inconclusive = no clear call, values can overlap the other calls;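 also: 0% = median of the plate's neutral control wells and 100% = double that signal; a rise in the Bmi1 reporter signal indicates esBAF inhibition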
XiGFP reactiv: X-chromosome reactivation activator; XiGFP mouse fibroblasts, % GFP-positive cells imaging, 3 d; cells co-treated with 5-aza-dC sensitizer; scaled so ellipticine positive control = 100%; activation, % at 7.58 µM; 0.055% of 360,000 active;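 active = mean normalized replicate activation at least 10% and every replicate at or above 10%; inconclusive = only one of the two criteria met; inactive = mean below 10% and not all replicates reach 10%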;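 also: 0% = median of on-plate neutral control wells and 100% = ellipticine 6 µM median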
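Assay system: SV40-immortalized XiGFP fibroblast cells, line 68-5-11; buffer or medium: DMEM plus 5-aza-dC sensitizer; compound: one concentration, pinned; timing: compounds 3 days, fix/stain 15 min at room temperature; benchmarks: positive control ellipticine, 6 µM final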
S100A4 inh HTS: blocks human S100A4 binding to myosin IIA peptide; 0.14% of 360,000 active; S100A4/TAMRA-MyoIIA peptide fluorescence polarization; inhibition, % at 10.7 µM;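 active = mean inhibition of at least 70% across replicates, with every replicate also reaching that level; inconclusive = mean inhibition reaches 70% but some replicates fall short; inactive = mean inhibition below 70%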
Target sequence (P26447 whole entry, looked up): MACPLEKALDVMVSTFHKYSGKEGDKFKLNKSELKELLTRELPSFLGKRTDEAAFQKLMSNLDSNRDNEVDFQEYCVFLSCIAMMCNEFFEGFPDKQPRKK
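Test system: S100A4 monomer protein. Medium: HEPES buffer with Ca2+, pH 7.2. Reagent: fluorescent myosin IIA peptide, 5 nM. Compound dosing: single-point compound testing. Timing: 5 min between mix addition and reading. Benchmarks: DMSO neutral and TFP positive wells.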
EWS-Fli block: inhibitors of EWS/Fli oncoprotein transcriptional activity; 0.67% of 350,000 active; inhibition, % at 12.6 µM; AID 651661; A673 NR0B1-luciferase reporter, viability-normalised;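 active = mean inhibition of at least 50% after viability correction, with every replicate also passing that limit; inconclusive = mean reaches 50% but only one of two replicates passes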;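 also: firefly luciferase signal divided by Alamar Blue viability fluorescence both relative to DMSO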
* marks the source's active call; other numbers are inactive results; ? = inconclusive; . = no result given; & = joins results of further samples; ! = not active in a repeat.

SMILES	FN deposit inh	E-selectin induc	RAD54 inh	RAD52 inh	esBAF inh	XiGFP reactiv	S100A4 inh HTS	EWS-Fli block
CCC(=O)N1[C@@H](CO)[C@@H](c2ccc(-c3ccccc3C)cc2)C12CN(C(C)=O)C2	1	0.0	.	-13	.	0.5	2	7
CCCC(=O)Nc1ccc2c(c1)OC[C@@H](C)N(Cc1ccccc1)C[C@H](C)[C@@H](OC)CN(C)C2=O	6	-0.1	-6	16	1	0.1	-11	6
CN(C)c1oc(/C=C/c2ccccc2)nc1C#N	.	.	.	-5	.	0.3	1	-17
COc1ccccc1S(=O)(=O)N1C[C@@H]2N[C@H](C1)C2c1ccc(-c2cccc(C)c2)cc1 (stereo not given in full)	-7&0	0.1&-0.1	.	57*!	.	0.0&0.1	2&6	61*!
COc1ccc(NC(=O)CSc2nc3ccccc3c(=O)n2C)cc1	0	.	1	-9	-10	0.2	2	2
O=C(NCc1ccco1)c1nn2c(C(F)(F)F)cc(-c3cccs3)nc2c1Cl	.	.	-1	-22	-5	.	-2	-14
C/C=C(\C)C(=O)NCCN1C2=NC[C@H](Cc3ccc(O)cc3)N2C[C@@H]1Cc1ccc(OC)cc1	12	0.7	1	7	-4	0.0	-1	0
Cn1cc(/C=C(\C#N)C(=O)Nc2cccc([N+](=O)[O-])c2)c2ccccc21	5	-1.4	3	-106	-11	0.1	12	15
CCn1c(COC(=O)CNC(=O)c2cc(OC)c(OC)c(OC)c2)nc2cc(S(=O)(=O)N(C)C)ccc21	1	-1.8	12	-9	-3	0.4	9	-3
Cc1ccc(NC(=O)c2cc(-c3ccccc3O)n[nH]2)cc1Cl	3	0.0	-31	-10	38	0.0	-8	-17
C[C@H]1CN([C@@H](C)CO)C(=O)c2cccc(NS(=O)(=O)c3ccc(F)cc3)c2O[C@H]1CN(C)S(=O)(=O)c1cn(C)cn1	4	0.9&-0.5	-2	-24	-5	-0.4&0.2	-5	4
C[C@@H]1CCCCO[C@@H](CN(C)CC2CCCCC2)[C@H](C)CN([C@@H](C)CO)C(=O)c2cc(NC(=O)C3CCCCC3)ccc2O1	.	2.0	-2	24	2	-0.4	-16	-3
Nc1cc(=O)[nH]c(SCC(=O)NNC(=O)c2ccccc2)n1	-2	.	-11	-5	6	0.3	1	-5
CN(CC(=O)Nc1ccc(Cl)c(Cl)c1)C(=O)c1ccccc1SCC(=O)N1CCCC1	4	.	-6	-54	5	0.2	3	1
COc1ccc(CNC(=O)CN(c2cccc([N+](=O)[O-])c2)S(C)(=O)=O)cc1	-6	1.2	4	-23	-7	0.1	-1	3
C[C@H]1CN([C@@H](C)CO)C(=O)c2cccc(NS(=O)(=O)c3cccs3)c2O[C@H]1CN(C)C(=O)Nc1ccc(F)cc1	-4	-0.1	2	-4	-4	1.9	7	-6
O=C(NCCc1c[nH]c2ccccc12)c1ccccc1	1	.	5	-9	30	0.0	4	-54
C[C@H]1CN([C@@H](C)CO)C(=O)c2cc(-c3cccc(F)c3)cnc2O[C@H]1CN(C)Cc1cccnc1	-11	-0.6	3	6	-3	1.1	28	0
COc1cccc(CNC(=O)CSc2nnc3c(n2)[nH]c2ccc(OC)cc23)c1	-1	0.0	2	-6	2	0.0	1	2
O=C(Cn1c(NCCCO)nc2ccccc21)c1ccco1	-9	.	-4	-3	3	.	-5	.
CCCNC(=O)N1CCCC(C(N)=O)C1 (stereo not given)	-13	3.3	.	-14	.	0.0	-2	-8
Cc1ccc(-n2ncc3c2CC(C)(C)CC3NC(=O)CCc2ccc(=O)[nH]n2)cc1 (stereo not given)	3	.	6	-7	9	0.1	0	-6
CN(C)CCCNC(=O)C[C@H]1C=C[C@@H](NC(=O)c2ccccc2F)[C@H](CO)O1	0	-0.3	4	-2	1	-0.3	20	1
O=C(CN1C(=O)NC2(CCc3ccccc3C2)C1=O)NCC(F)(F)F (stereo not given)	-2	0.8	-8	-12	-3	0.1	-5	7
O=C(O)CNC(=O)c1ccccc1Br	-5	5.2	.	-8	.	0.0	-3	3
COCCn1c(-c2ccc(F)cc2)nc2cccnc21	-5	0.0	-8	-16	-5	0.0	9	-5
C/C=C/c1ccc([C@H]2[C@@H](CO)N(C(=O)CC)C23CN(C(=O)c2ccccc2)C3)cc1	.	0.0	.	5	.	0.0	3	1
CC1=C(C(=O)Nc2cc(-c3cccc(F)c3)[nH]n2)C2(CCCCC2)OC1=O	-4	.	-1	-15	1	0.2	6	2
CN(C)C(CNC(=O)c1cc(S(=O)(=O)N2CCOCC2)ccc1F)c1cccs1 (stereo not given)	-3	-0.2	11	-19	0	0.0	-4	-1
N#C/C(=C/c1ccccc1)C(=O)OCC(=O)Nc1ccccc1[N+](=O)[O-]	7	.	-15	-26	1	0.2	-3	13

RAD52 inh, hit marks shown above
compound,RAD52 inh,esBAF inh,S100A4 inh HTS
COc1ccccc1S(=O)(=O)N1C[C@@H]2N[C@H](C1)C2c1ccc(-c2cccc(C)c2)cc1 (stereo not given in full),57*!,.,2&6

Remaining list, next part.
SMILES	FN deposit inh	E-selectin induc	RAD54 inh	RAD52 inh	esBAF inh	XiGFP reactiv	S100A4 inh HTS	EWS-Fli block
CNC[C@H](NC[C@@H](NCCCc1ccccc1)c1ccccc1)[C@H](C)O	4	0.0	2	-6	-7	0.0	2	13
O=C(CC(=O)c1ccccc1)Nc1ccc(Cl)cc1	0	0.0	4	2	?	0.0	12	-126
O=C(CSc1ncn[nH]1)Nc1ccc(OCc2ccccc2)cc1	-13	2.9	.	-3	.	0.0	1	-14
N#C[C@H]1[C@@H](c2ccccc2)[C@H](CO)N1C(=O)Cc1ccccn1	-3	-0.2	4	-16	2	0.0	1	-2
CCNC(=O)C[C@@H]1CC[C@H](NS(=O)(=O)c2ccc(F)cc2)[C@H](CO)O1	1	5.8	-1	4	1	-0.2	-33	-1
CCOc1ccc(NC(=O)Cn2c(=O)n(CCCC(=O)NC3CCN(Cc4ccccc4)CC3)c(=O)c3ccccc32)cc1	1	0.1	-9	-8	-5	0.1	1	2
C[C@@H]1CCCCO[C@H](CN(C)C)[C@H](C)CN([C@H](C)CO)C(=O)c2cc(NS(=O)(=O)c3ccc(Cl)cc3)ccc2O1	.	0.2	7	9	-3	-0.2	-21	-6
CN=C1S/C(=C\c2cccc(Cl)c2Cl)C(=O)N1C	4	0.0	.	-4	.	0.1	5	-22
COc1cc(NC(=O)c2ccccc2)c(OC)cc1NC(=O)Cc1cccs1	-1	.	.	-15	.	0.2	2	1
O=C(CN1CCOCC1)N1CC(=O)N2[C@@H](CO)[C@H](c3ccc(/C=C/c4ccccc4)cc3)[C@@H]2C1	.	-0.5	.	-11	.	0.0	3	2
CC(C(=O)Nc1ccc2c(c1)OCO2)N(C)CC(=O)Nc1ccccc1Cl (stereo not given)	-9	.	5	-17	9	0.0	-13	-1
COc1cccc(S(=O)(=O)NCC(=O)Nc2ccc(C(C)(C)C)cc2)c1	2	.	-5	-20	.	0.0	8	5
Cn1c2c(c(=O)n(C)c1=O)C(c1ccc(Cl)cc1)C(C#N)=C(N)O2 (stereo not given)	-4	-2.6	-10	-8	.	0.6	-5	1
CCCC#Cc1cnc2c(c1)C(=O)N([C@H](C)CO)C[C@@H](C)[C@@H](CN(C)C(=O)NC1CCCC1)O2	6	1.0	1	2	3	-0.7	4	-1
COC(CNS(=O)(=O)c1ccc(S(=O)(=O)NC2CC2)cc1)OC	-1	0.4	-3	1	-2	0.2	1	-33
OC(CCCN1CCCCC1)(c1ccccc1)c1ccccc1	-1	0.4	3	-5	-3	1.2	-5	4
CCCNC(=O)[C@H]1[C@H](CO)[C@H]2Cn3c(ccc(-c4cccc(OC)c4)c3=O)[C@H]2N1Cc1nccs1	.	-0.2	.	-8	.	0.2	-5	0
O=C(N/N=C/c1ccc([N+](=O)[O-])o1)C(O)c1ccccc1 (stereo not given)	-5	-0.1	-6	-19	1	0.0	-1	30
O=C(O/N=C1\CCCc2ccccc21)c1cccs1	1	-0.3	6	-16	1	0.0	0	-4
CC(=O)C[C@H]1c2cc(C(F)(F)F)ccc2S(=O)(=O)N1C1CCCC1	8	1.4	-7	-17	-8	0.1	-3	6
Cc1ccccc1S(=O)(=O)N1CC(=O)N2[C@H](CO)[C@H](c3ccc(C#CC4CC4)cc3)[C@@H]2C1	.	-0.6	.	-9	.	-0.1	4	7
C[C@@H]1CN([C@@H](C)CO)C(=O)c2cc(NS(=O)(=O)c3ccccc3)ccc2O[C@@H](C)CCCCO[C@H]1CN(C)C	1	-0.1	3	-26	1	0.0	5	3
COc1ccc(CCC(=O)NCc2ccc3c(c2)OCO3)cc1	4	0.6	8	-7	1	0.4	-6	1
C[C@@H]1CN([C@@H](C)CO)C(=O)c2cccc(NC(=O)C3CCOCC3)c2O[C@@H]1CN(C)Cc1ccc(C(=O)Nc2ccccc2N)cc1	.	1.5	.	13	.	0.6	79*	-18
COc1ccc(C)cc1NC(=O)Nc1ccc(C(=O)N2CCCC2)cc1	.	-0.1	-5	5	32	0.1	-1	.
COc1ccc(Cc2nnc(NC(=O)c3ccc(C)cc3)s2)cc1OC	7	-0.2	0	0	2	0.0	9	6
COCCCNc1nc2c(c(=O)n(Cc3ccc(Cl)cc3)c(=O)n2C)n1C	-2	.	-8	-7	8	0.0	8	-14
CCCC(=O)Nc1ccc2c(c1)C(=O)N(C)[C@H]1CC[C@H](CC(=O)Nc3ccc(F)cc3)O[C@@H]1CO2	0	0.0	-6	.	2	-0.1	.	2
COCCCNC(=O)CCc1nnc(Cc2ccc(-c3ccccc3)cc2)o1	1	-0.1	4	-3	4	0.0	4	8
O=C(CCN1C(=O)/C(=C/c2ccc(Cl)cc2)SC1=S)Nc1cccc(C(=O)O)c1	-3	9.0	9	-3	-6	0.1	-4	1
COC(=O)c1c(NC(C)=O)sc(C(=O)Nc2ccccc2F)c1C	-7	-0.1	.	-5	.	0.0	-2	-51
CCCNC(=O)C[C@H]1C[C@H]2c3cc(NC(=O)Nc4ccccc4F)ccc3O[C@H]2[C@H](CO)O1	2	0.3	-4	4	2	-0.1	7	-49
O=C(COC(=O)c1cccs1)NCc1cccs1	-6	.	-10	-6	-4	0.4	1	-2
C[C@@H]1CN([C@@H](C)CO)C(=O)c2cc(/C=C/c3ccccc3)cnc2O[C@@H]1CN(C)S(=O)(=O)c1ccccc1F	12	-0.2	5	0	2	0.1	6	5
Cc1ccc(C(=O)Oc2cccc(-n3cnnn3)c2)cc1	3	1.2	.	-9	.	0.0	-22	-10

Some of these compounds in order of the S100A4 inh HTS value, highest first.
molecule | RAD52 inh | esBAF inh | S100A4 inh HTS
O=C(COC(=O)c1cccs1)NCc1cccs1 | -6 | -4 | 1
COC(=O)c1c(NC(C)=O)sc(C(=O)Nc2ccccc2F)c1C | -5 | . | -2
Cc1ccc(C(=O)Oc2cccc(-n3cnnn3)c2)cc1 | -9 | . | -22
